# UHRF1 binding: blocks human UHRF1 binding to methylated DNA. UHRF1 binding to methylated oligo, TR-FRET. hit rate 0.75% among 370,000. Q96T88. inhibition, % at 4.4 µM; in the data active = inhibition above about 21%;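 note: UHRF1 SRA domain binding a hemimethylated CpG hairpin DNA probe; 0% = median of test compound wells and 100% = reference inhibitor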
# PLCg1 inh: blocks human PLC-gamma1 enzyme activity. hit rate 0.84% among 370,000. purified PLC-gamma1, fluorogenic substrate, fluorescence. P19174. inhibition, % at 12.2 µM; in the data active = inhibition above about 9.5%
# Tn7 DDE FP: inhibitors of Tn7 peptide binding to human fibrin DD(E); P02675; FP displacement of FITC-Tn7 peptide from fibrin DD(E); 0% = median of compound wells per plate; inhibition, % at 8.3 µM; hit rate 0.13% among 370,000;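 active = inhibition above the mean of compounds falling within the control limits plus 3 SD of them, cut at about 14% in these data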;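 note: 0% = plate median of compound wells and 100% = 10 µM Aha-Tn7 peptide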
#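 Assay system: human fibrin DD(E). Input: DD(E) 2 µM final. Medium: Tris buffer with calcium and detergent, pH 7.8. Compound dosing: single point at 8.3 µM. Timing: 10 min plus 3 h, room temperature. Technique: fluorescence polarization of the labelled Tn7 tracer. Read-out: percent inhibition. Replicates: singlicate testing.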
# ASAP1 GAP inh: blocks human ASAP1-stimulated Arf1 GTP hydrolysis | AID 624377 | Q9ULH1 | hit rate 0.19% among 360,000 | GDP FP detection | inhibition, % at 16.5 µM; in the data active = inhibition above about 25%;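 note: 0% = vehicle with enzyme and substrate and 100% = no enzyme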
# KLK7 zymogen act: activates the human kallikrein-7 zymogen; hit rate 0.9% among 370,000; purified proKLK7, EDANS-DABCYL substrate fluorescence; 100% is mature enzyme control, 0% vehicle; activation, % at 7 µM;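 active = activation above the mean of all tested compounds plus 3 SD, computed per campaign excluding outliers beyond control limits, cut at about 13% in these data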
# Target sequence (P49862 whole entry, looked up): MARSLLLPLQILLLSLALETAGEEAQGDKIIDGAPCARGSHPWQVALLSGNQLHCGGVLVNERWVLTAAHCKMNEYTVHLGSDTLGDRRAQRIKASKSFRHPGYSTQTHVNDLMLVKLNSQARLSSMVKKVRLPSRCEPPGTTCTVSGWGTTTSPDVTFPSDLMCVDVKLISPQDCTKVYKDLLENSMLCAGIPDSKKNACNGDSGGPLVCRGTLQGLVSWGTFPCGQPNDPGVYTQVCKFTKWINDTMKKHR
# Rev-erbA mod: modulators of human Rev-erb alpha DNA binding. Rev-erbα–FITC-DNA binding, fluorescence polarization, 90 min. hit rate 0.79% among 370,000. activity, % at 10 µM. P20393;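 active = activity above about 14%, limit read from the data; passing the limit was not always enough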;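 note: 0% = DMSO wells with 35 nM protein and 100% = DMSO wells with 750 nM protein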
# Target sequence (P20393 whole entry, looked up): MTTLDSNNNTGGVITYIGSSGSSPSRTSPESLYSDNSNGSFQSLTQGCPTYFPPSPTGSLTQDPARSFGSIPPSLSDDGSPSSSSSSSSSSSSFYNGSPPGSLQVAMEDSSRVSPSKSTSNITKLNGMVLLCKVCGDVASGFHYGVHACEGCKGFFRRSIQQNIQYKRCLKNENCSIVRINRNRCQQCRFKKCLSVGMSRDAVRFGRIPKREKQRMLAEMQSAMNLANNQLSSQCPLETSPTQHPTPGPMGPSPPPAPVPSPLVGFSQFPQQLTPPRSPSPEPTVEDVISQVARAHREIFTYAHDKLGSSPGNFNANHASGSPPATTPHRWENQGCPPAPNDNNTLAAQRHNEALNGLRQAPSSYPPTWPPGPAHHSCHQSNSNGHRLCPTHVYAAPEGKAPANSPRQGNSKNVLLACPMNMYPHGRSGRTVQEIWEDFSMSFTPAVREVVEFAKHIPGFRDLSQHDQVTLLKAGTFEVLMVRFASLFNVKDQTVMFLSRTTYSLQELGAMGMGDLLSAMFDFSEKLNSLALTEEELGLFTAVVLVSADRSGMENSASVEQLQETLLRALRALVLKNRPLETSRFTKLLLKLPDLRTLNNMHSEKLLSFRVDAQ
# HGIII-sPLA2 inh: Inhibits HGIII-sPLA2 liposome hydrolysis, primary screen | inhibition, % at 12.2 µM | hit rate 0.56% among 370,000 | QFRET BODIPY PC-A2 liposome hydrolysis, fluorescence;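 active = inhibition above mean plus 3 SD of compounds lying within the high and low control bounds, cut at about 19% in these data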;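 note: 0% = median of test compound wells and 100% = no enzyme DMSO wells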
# PLC-beta3 inh: inhibitors of human phospholipase C beta3; hit rate 0.18% among 370,000; Purified PLC-beta3, fluorogenic substrate, fluorescence; Q01970; inhibition, % at 12.2 µM; in the data active = inhibition above about 11%;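 note: 0% = median of compound wells on plate and 100% = full blocker control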
# ARFGAP1 inhibitor: inhibitors of rat ARFGAP1 | inhibition, % at 16.5 µM | Arfgap1-stimulated ARF1 GTP hydrolysis, GDP FP detection | hit rate 0.26% among 360,000;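 active = inhibition above a per-plate limit, mean inhibition of low control wells plus 3 SD, cut at about 25% in these data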;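 note: 0% = DMSO wells with enzyme and 100% = wells lacking Arfgap1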
# Target sequence (Q62848 1-136 limits assumed): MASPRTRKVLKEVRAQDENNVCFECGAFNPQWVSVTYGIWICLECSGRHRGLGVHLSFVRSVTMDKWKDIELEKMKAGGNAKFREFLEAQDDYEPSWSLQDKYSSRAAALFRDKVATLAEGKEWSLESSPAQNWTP
#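 Repeats: one replicate per compound; assay system: rat Arfgap1 catalytic domain, aa 1-136; times: enzyme reaction 120 min at 25 °C after 20 min preincubation; detection: FP of antibody-bound GDP Alexa 633 tracer, ex 620/em 688 nm; benchmarks: high control wells lacking Arfgap1, low control full reaction with DMSO; reagent: human ARF1(Δ1-17)-GTP substrate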
# Tn6 DDE FP: inhibitors of Tn6 peptide binding to human fibrin DD(E) | hit rate 0.21% among 370,000 | Fibrin DD(E) TRITC-Tn6 fluorescence polarization displacement | inhibition, % at 8.3 µM;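 active = inhibition above a per-campaign cutoff: mean of compounds within control limits plus 3 SD, cut at about 15% in these data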;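 note: 0% = median of all compound wells on the plate and 100% = blocking peptide control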
# * = called active by the depositor; nt = not tested or not shown.
SMILES,UHRF1 binding,PLCg1 inh,Tn7 DDE FP,ASAP1 GAP inh,KLK7 zymogen act,Rev-erbA mod,HGIII-sPLA2 inh,PLC-beta3 inh,ARFGAP1 inhibitor,Tn6 DDE FP
Cc1ccc(/C=C2\C(=N)N3N=C(CC(=O)N4CCOCC4)SC3=NC2=O)o1,2,-27,-6,7,0.5,-1,-22,-29,-4,-6
COc1ccc(Oc2c(Cl)cnn(-c3ccc(C(C)C)c(C)c3)c2=O)cc1,3,-2,1,nt,nt,13,-4,-5,nt,4
COC(=O)c1[nH]c2ccc(C)cc2c1NC(=O)NC1CCCCC1,4,-5,-5,-1,0.7,1,-18,-2,5,6
Cc1ccccc1NC(=O)COc1ccc(Br)cc1C,0,3,-6,-11,-0.1,-2,-9,0,-5,0
Cc1nn(C(C)C(=O)NCC2CCCO2)c(=O)c2cc3occc3n12 (stereo unspecified),-2,0,0,-8,-0.6,6,4,-2,6,0
COC(=O)c1ccccc1NC(=O)CCn1c(=O)oc2ccccc21,0,-2,1,-11,-0.5,-5,2,-7,17,2
COC(=O)c1ccc(NC(=O)c2ccc[n+]([O-])c2)cc1,2,2,0,1,0.5,2,3,2,5,9
COc1ccc(CNC(=O)C2CCN(C(=O)N3CCOc4ccc(C)cc43)CC2)cc1,4,0,-2,-4,0.1,2,6,4,5,-11
Cc1ccccc1-n1c([C@@H]2C[C@H]2c2ccccc2)n[nH]c1=S,-1,-1,-3,0,0.2,-1,12,-6,2,5
O=C(CCc1nc(-c2ccc(Cl)cc2)no1)OCc1ccc(Br)cc1,28*,4,-2,-2,0.3,-1,-1,1,-1,11
Cc1ccc(C(=O)N(C)CC(=O)Nc2ccc(F)c(F)c2F)o1,2,2,6,-2,-0.5,-7,8,1,-3,4
COc1ccc(-n2c(SCC(=O)Nc3cccc4ccccc34)nnc2-c2ccco2)cc1,-2,-2,2,nt,0.6,1,-13,0,nt,-2
O=C(/C=C/c1cccc([N+](=O)[O-])c1)c1ccc2c(c1)OCCO2,4,2,-4,6,-0.8,1,6,-14,-3,-7
COC(=O)c1ccc(C2c3[nH]c4ccccc4c3C[C@H]3C(=O)N(C4CC4)CC(=O)N23)cc1 (stereo partly specified),13,2,-4,-2,0.1,5,-8,-1,2,-2
O=C(CSc1nnc(CNC(=O)c2cccs2)o1)Nc1ccccc1C(F)(F)F,-3,4,-5,-7,0.0,-3,-2,-3,-5,5
Cc1ncsc1CCOC(=O)c1ccc(Cl)cc1,5,3,-7,3,0.4,-1,-6,3,-2,1
Cc1cc(Cl)c(OCCOCCN2CCC(C)CC2)c(Br)c1,9,3,-6,6,-0.6,2,-10,5,16,4
COC(=O)c1ccc(/C=C/c2c(-c3ccc(OC)cc3)sc3ccccc23)cc1,6,-25,-4,5,-0.7,-2,-3,-47,-16,6
COc1cccc(/C=N/NC(=O)c2cccc3ccccc23)c1OC,-2,-3,6,-15,-0.7,0,0,-9,11,-8
CC(=O)NC1=NN(C(C)=O)C2(CCCC2)S1,0,-1,-4,4,0.1,-3,1,-5,9,3
O=C(NCC1CCCO1)c1cn(-c2ccccc2)nc1-c1ccccc1 (stereo unspecified),-1,1,-3,-18,0.6,1,-6,3,7,0
Cc1noc(C)c1NC(=O)Nc1cccc2c1O[C@H](CN(C)S(=O)(=O)c1cn(C)cn1)[C@@H](C)CN([C@H](C)CO)C2=O,3,5,-2,4,-0.6,-5,14,-1,7,3
c1ccc(C(Cc2nc(-c3ccncc3)no2)c2ccccc2)cc1,-2,-1,-9,-4,0.2,10,-9,-3,3,5
COC(=O)c1ccc(S(=O)(=O)N2CCN(C(c3ccccc3)c3ccccc3)CC2)n1C,5,1,-1,-6,0.3,15,3,-7,-3,-6
Cc1nc(N)sc1-c1csc(Nc2cccc(C(=O)O)c2)n1,2,-7,-1,1,-0.1,4,-7,-41,1,1

# The closing 2 entries of the section before lead into the next.
SMILES,UHRF1 binding,PLCg1 inh,Tn7 DDE FP,ASAP1 GAP inh,KLK7 zymogen act,Rev-erbA mod,HGIII-sPLA2 inh,PLC-beta3 inh,ARFGAP1 inhibitor,Tn6 DDE FP
COC(=O)c1ccc(S(=O)(=O)N2CCN(C(c3ccccc3)c3ccccc3)CC2)n1C,5,1,-1,-6,0.3,15,3,-7,-3,-6
Cc1nc(N)sc1-c1csc(Nc2cccc(C(=O)O)c2)n1,2,-7,-1,1,-0.1,4,-7,-41,1,1
O=C(O)c1ccc(-c2noc(-c3cccc(F)c3)n2)cc1,1,-2,2,-2,0.1,-1,4,-1,0,-2
CCCNC(=O)NC(=O)COc1c(F)c(F)cc(F)c1F,2,-1,7,0,1.3,1,3,3,13,-1
CCN(C(=O)COC(=O)c1cc(S(=O)(=O)N2CCOCC2)c(Cl)cc1Cl)C1CCS(=O)(=O)C1 (stereo unspecified),-1,1,1,-5,0.4,-1,5,1,3,1
Cc1cc(=O)n2nc(N3CCCC(C(=O)NCc4ccco4)C3)sc2n1 (stereo unspecified),0,-2,-3,-2,-0.4,3,5,0,11,-2
O=C(CCN1CCCO1)NC1CCCc2c1cnn2-c1ccccc1F (stereo unspecified),0,4,0,-11,0.4,1,6,0,-7,2
Clc1nc(-c2ccccc2)ncc1Oc1ccccc1,2,2,-3,2,0.5,-5,-2,-2,7,4
CC(=O)c1[nH]c(C)c(C(C)=O)c1C,0,-1,5,2,0.1,-2,6,2,3,11
C/C(=N\NC(=O)C(C)Sc1ccccc1)C(C)(C)C (stereo unspecified),-1,0,0,-7,0.6,-4,-3,2,-6,2
CCOC(=O)C1(C)CCN1C(=O)c1ccc(C(C)(C)C)cc1 (stereo unspecified),-1,1,9,-7,0.1,-6,-3,4,-15,-3
CCOC(=O)COc1ccc2c(=O)c(-c3ccccc3)coc2c1,3,1,-4,2,0.2,-1,-7,-8,-4,5
O=C(c1cc(COc2cccc(C(F)(F)F)c2)on1)N1C[C@H]2CC[C@H]1C2,4,-2,-1,19,0.2,-4,3,-8,12,8
O=C(O)CC[C@@H](C(=O)O)N1C(=O)c2ccccc2C1=O,1,2,4,3,0.1,2,0,2,1,3
O=C(Nc1ccccc1N1CCCC1)c1cc(Cl)ccc1Cl,-1,1,0,6,-0.7,4,7,3,-2,5
COc1ccc(C(=O)N/N=C/c2ccc(N3CCOCC3)s2)cc1OC,-2,-100,-4,11,-10,5,5,-119,-5,8
Cc1c[nH]c2cccc(-c3ccc(Cl)cc3Cl)c12,-1,0,-3,nt,0.3,3,-39,0,nt,-12
O=[N+]([O-])c1ccc(N/N=C/c2cn(Cc3ccc(F)cc3)c3ccccc23)nc1,2,0,-7,-20,0.5,-7,4,1,-4,9
Brc1ccc2nc(N3CCN(c4ccccc4)CC3)sc2c1,-2,1,-5,-9,-0.1,0,2,-2,2,-1
Cc1c(Cl)c([N+](=O)[O-])nn1CCCC(=O)Nc1cccc(Cl)c1,3,3,-2,7,0.1,-3,1,0,9,-4
Cc1cc(NC(=O)CN(C)S(=O)(=O)c2ccc(-c3ccc(=O)[nH]n3)s2)ccc1Br,1,2,2,-7,0.0,1,5,-10,0,10
COc1cccc(/C=N/Nc2cc(N3CCOCC3)ncn2)c1O,0,-42,0,4,-30,-6,-6,-54,29*,2
COc1ccc(C(=O)NCCn2cc(SCC(=O)NCC3CCCO3)c3ccccc32)cc1 (stereo unspecified),-1,0,1,-11,0.4,2,-6,-8,12,0
CN(C(=O)CSC1=Nc2ccccc2C2=NC(c3ccccc3)C(=O)N12)C1CCCCC1 (stereo unspecified),-1,-10,-3,8,-2.8,5,8,-34,-4,2
O=C(CN1C(=O)NC2(CCCCC2)C1=O)Nc1ccc2[nH]c(=O)[nH]c2c1,-2,-16,4,-2,-0.1,-8,2,-26,-5,5
O=C(CN1C(=O)NC2(CCCC2)C1=O)OCCOc1ccc(F)cc1,0,-1,5,6,-0.3,-3,1,-7,14,-7
Cc1ccc(Nc2n[nH]c(C)c2[N+](=O)[O-])cc1,-1,0,4,-16,0.3,-1,-1,1,5,-1
SMILES,UHRF1 binding,PLCg1 inh,Tn7 DDE FP,ASAP1 GAP inh,KLK7 zymogen act,Rev-erbA mod,HGIII-sPLA2 inh,PLC-beta3 inh,ARFGAP1 inhibitor,Tn6 DDE FP
COC(=O)c1cc2occc2n1Cc1nc(-c2cccc(Cl)c2)oc1C,1,-5,-3,0,1.2,6,8,-9,-8,-4
CN1C(=O)CC(N2CCN(C(=O)c3ccccc3)CC2)C1=O (stereo unspecified),2,3,-3,4,-0.1,4,-2,3,11,-3
CCOC(=O)C1CCCCN1Cc1cccc(OC)c1OC (stereo unspecified),-2,6,-4,10,0.2,-1,1,1,4,2
Cc1[nH]c2ccccc2c1C(=O)C(=O)N1CCN(c2ccccc2F)CC1,2,15*,1,17,-0.6,0,-7,0,4,11
COC(=O)c1ccc(-c2cc(CC3(C(=O)OC)CCN(C(=O)OC(C)(C)C)CC3)on2)cc1,0,-2,2,-5,0.3,0,3,0,-9,2
COc1ccc(/C=C/C(=O)NCc2ccc(F)cc2)cc1S(=O)(=O)N1CCOCC1,0,0,-6,13,-0.2,1,0,-10,3,0
Cc1cc(NC(=O)c2ccccc2)n(-c2ccccc2)n1,0,3,1,3,0.0,3,0,-3,2,-5
COc1ccc(S(=O)(=O)N2CCC(C(=O)N[C@H](C(=O)NCc3ccncc3)C(C)C)CC2)cc1,-1,2,-2,2,0.5,-4,6,-9,9,-2
O=C(CCCc1c[nH]c2ccccc12)N1CCN(c2ccc(N3CCOCC3)nn2)CC1,0,-201,6,12,6.7,-7,-13,-250,3,-2
CCOc1ccccc1N(CC(=O)NCCc1ccc(OC)c(OC)c1)S(=O)(=O)c1ccccc1,1,-1,1,-14,0.3,-3,-18,0,15,5
CC1=C(C(=O)N2CCCCCC2)CC(CC(=O)NCCN2CCOCC2)C(=O)N1CCCN1CCCC1=O (stereo unspecified),-1,3,-2,-8,0.6,-3,0,5,-3,0
Cc1ccc(NC(=O)Cn2nc(-c3ccccc3Cl)ccc2=O)c(Br)c1,-4,2,1,-9,0.0,4,3,-2,2,-10
Cc1cccc(C(=O)N2CCN(S(=O)(=O)N3CCCCC3)CC2)c1,1,0,-8,16,-0.1,-2,-1,-4,5,3

# Molecules shown so far containing bromine:
SMILES,UHRF1 binding,PLCg1 inh,Tn7 DDE FP,ASAP1 GAP inh,KLK7 zymogen act,Rev-erbA mod,HGIII-sPLA2 inh,PLC-beta3 inh,ARFGAP1 inhibitor,Tn6 DDE FP
Cc1ccccc1NC(=O)COc1ccc(Br)cc1C,0,3,-6,-11,-0.1,-2,-9,0,-5,0
O=C(CCc1nc(-c2ccc(Cl)cc2)no1)OCc1ccc(Br)cc1,28*,4,-2,-2,0.3,-1,-1,1,-1,11
Cc1cc(Cl)c(OCCOCCN2CCC(C)CC2)c(Br)c1,9,3,-6,6,-0.6,2,-10,5,16,4
Brc1ccc2nc(N3CCN(c4ccccc4)CC3)sc2c1,-2,1,-5,-9,-0.1,0,2,-2,2,-1
Cc1cc(NC(=O)CN(C)S(=O)(=O)c2ccc(-c3ccc(=O)[nH]n3)s2)ccc1Br,1,2,2,-7,0.0,1,5,-10,0,10
Cc1ccc(NC(=O)Cn2nc(-c3ccccc3Cl)ccc2=O)c(Br)c1,-4,2,1,-9,0.0,4,3,-2,2,-10

# Assay outcomes from PubChem BioAssay.
